Screening results (PubChem BioAssay)
M. tuberculosis GlmU: inhibition of mycobacterial GlmU enzyme – biochemical, glucosamine-1-phosphate acetyltransferase (AID 1376); M. tuberculosis GlmU acetyltransferase enzyme assay; higher % means a stronger effect; one-dose inhibition, %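 (tested at 30 µM in the primary screen)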; IC50 in µM for titrated hits; actives 0.25% (n = 220,000); in the data active = inhibition above about 13%;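 also: 0% = complete reaction with vehicle and 100% = reaction without substrate; strong numbers were not always called active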
RmlCD inh 1536: blocks M. tuberculosis RmlC and RmlD coupled enzymes. RmlC+RmlD coupled enzyme assay, percent inhibition; primary screen in compound mixtures. inhibition, % at 3.6 µM. actives 0.03% (n = 160,000); in the data active = inhibition mostly above about 34%, no sharp cut-off; also: some results filed as inactive read as strong as hits
Target sequence (P9WH09 whole entry, looked up): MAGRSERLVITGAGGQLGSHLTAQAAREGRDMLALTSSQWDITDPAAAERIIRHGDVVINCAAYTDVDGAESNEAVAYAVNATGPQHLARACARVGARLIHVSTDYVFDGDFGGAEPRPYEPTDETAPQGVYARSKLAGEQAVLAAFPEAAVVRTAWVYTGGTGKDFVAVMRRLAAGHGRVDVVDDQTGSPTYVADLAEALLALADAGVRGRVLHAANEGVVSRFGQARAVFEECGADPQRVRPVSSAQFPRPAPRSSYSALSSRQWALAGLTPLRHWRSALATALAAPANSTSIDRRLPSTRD
Target sequence (P9WH11 whole entry, looked up): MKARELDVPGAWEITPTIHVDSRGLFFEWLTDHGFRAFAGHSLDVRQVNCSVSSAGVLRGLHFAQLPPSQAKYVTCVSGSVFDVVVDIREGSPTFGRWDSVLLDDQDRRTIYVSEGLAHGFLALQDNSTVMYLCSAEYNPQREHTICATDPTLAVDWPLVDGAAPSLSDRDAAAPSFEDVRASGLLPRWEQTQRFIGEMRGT
Numbers without * were called inactive; . = no result given. An excerpt; the hit share may differ from the screen's.

cpd	structure	M. tuberculosis GlmU	RmlCD inh 1536
1	Cn1ccc(C(=O)Oc2ccc(C(=O)Nc3ccc(F)cc3F)cc2)n1	-2.5%	5.8
2	Cc1cc2cc(CNC(=O)CC(C)C)ccc2n1C	8.2%	4.2
3	COc1ccc(CC(=O)OCC(=O)Nc2c(C)n(C)n(-c3ccccc3)c2=O)cc1	2.6%	-7.4
4	Cc1oc(-c2ccc(Cl)cc2)nc1CN1CCC(C(=O)NCc2cccnc2)CC1	2.9%	-3.5
5	O=C(COc1cccc(-n2cnnn2)c1)NC1CCCCC1	-1.1%	7.6
6	COC(=O)c1cc(OC)c(OC)cc1NC(=O)C1CCC(=O)N1S(=O)(=O)c1ccc(C)cc1 (stereo not drawn)	4.9%	35.1
7	Cc1cccc(C)c1-n1c(C)nn(CC2CC2)c1=O	0.8%	12.4
8	Cc1ccccc1C(=O)NC1CC(C)(C)NC(C)(C)C1	-2.1%	.
9	CS(=O)(=O)N(CC(N)=O)c1cccc(Br)c1	1.2%	.
10	COc1cccc(Cn2c(=S)[nH]c3ccc(N4CCOCC4)cc3c2=O)c1	11.1%	4.4
11	CCOc1c(Cl)cc(CNc2ccc(S(N)(=O)=O)cc2)cc1OC	-2.8%	.
12	COc1cccc(OC)c1OCCCCN1CCCC1	-3.6%	3.9
13	CCCC(=O)Nc1ccc2oc(-c3cncc(Br)c3)nc2c1	1.4%	4.0
14	CCOC(=O)c1cnc(SCC(=O)Nc2cccc(OC)c2)nc1N	10.0%	.
15	CN(C)c1ccc2c3c(ccc(N(C)C)c13)C(=O)OC2	2.0%	44.9
16	O=C(Nc1nc2ccccc2n1CCN1CCCCC1)c1ccco1	-0.1%	9.3
17	COC(C[C@H]1O[C@H]1[C@H](O)[C@H](C)OCc1ccccc1)OC	-0.9%	.
18	CCN1CCN(c2ccc(NC(=O)c3ccc4c(c3)[nH]c(=O)n4Cc3ccc(OC)cc3)cc2)CC1	-4.9%	.
19	Cc1cnc(NC(=O)CSc2ncn(-c3ccccc3)n2)s1	3.5%	.
20	O=C(O)C1CCCCC1C(=O)OCCCCOC(=O)C1CCCCC1C(=O)O (stereo not drawn)	-1.5%	-10.0
21	O=C1c2ccccc2S(=O)(=O)c2cc(N3CCC(C(=O)N4CCCCC4)CC3)ccc21	-0.4%	.
22	C=CCOc1ccccc1CN1CCC(CO)(CCOc2ccccc2)CC1	1.5%	-11.1
23	OC(COc1c(Cl)cc(Cl)cc1Cl)CN1CCCCC1 (stereo not drawn)	3.2%	4.6
24	O=C(Nc1ccc2c(c1)C(=O)N(C1CCCCC1)C2=O)C1CCCO1 (stereo not drawn)	-0.4%	11.5
25	COCCN1CCN(Cc2cn(C)nc2-c2cccc(Cl)c2)CC1	-1.3%	.
26	Cc1ccc(NC(=O)c2cc(-c3cccs3)on2)cc1	4.4%	-8.6
27	CCn1c(SCC(=O)c2cccs2)nnc1-c1ccco1	-1.1%	4.5
28	COCCCNC(=S)NC1CC2CCCC(C1)N2Cc1ccco1 (stereo not drawn)	-1.4%	31.3
29	COc1cccc(-n2nc(C(C)=O)c(C#N)c2-c2ccco2)c1	-0.5%	-0.9
30	CSc1ccc(CN2C(=O)NC3(CCCCCCC3)C2=O)cc1	-0.9%	-10.4
31	CO/N=C/NC(=O)c1c(OC)ccnc1Oc1ccc(F)cc1	6.0%	.
32	CC(C)Oc1cccc(C(=O)C2CCCN(Cc3cnc(N4CCOCC4)s3)C2)c1 (stereo not drawn)	9.4%	-10.2
33	CC1(C)CC(=O)C2=C(C1)Nc1[nH]n(-c3ccccc3)c(=O)c1C2c1ccc2c(c1)OCO2 (stereo not drawn)	.	2.9
34	O=C(CN1C(=O)/C(=C\c2ccc(C(F)(F)F)cc2)Sc2ccccc21)NCc1ccco1	-2.5%	-7.5
35	CCOC(=O)c1ccc(Cn2cnc3ccccc3c2=O)cc1	4.3%	.
36	CCC1(C(=O)c2ccc(C)cc2)C2c3ccccc3OC(=O)C21C(=O)O (stereo not drawn)	1.2%	6.4
37	O=C(Nc1ccc2oc(-c3cccnc3)nc2c1)c1ccco1	0.2%	-20.7
38	COc1cc(NS(=O)(=O)c2ccc(NC(=O)COc3ccccc3C)cc2)nc(OC)n1	-1.4%	9.7
39	N#Cc1cccnc1Nc1cccc(Cl)c1	-3.2%	-7.3
40	COc1ccc(CCN=C(N)NS(=O)(=O)c2cccs2)cc1	-4.1%	6.5
41	CCCc1cc(C(=O)Nc2cc(C)nn2-c2ccccc2)no1	4.8%	-11.4
42	NS(=O)(=O)c1cccc(NC(=O)CSc2nc3ccc(Cl)cc3[nH]2)c1	9.1%	-4.7
43	CC(C)CCNC(=O)C1CCCN1C(=O)NC1CCCCC1 (stereo not drawn)	1.2%	.
44	CCSC1=C(C#N)C(c2ccccc2OC)CC(=O)N1 (stereo not drawn)	2.5%	-12.2
45	CN1CCN(C2=C(Cl)C(=O)N(c3cccc(Cl)c3)C2=O)CC1	-2.3%	-1.4
46	Cc1ccc(-n2c(/C=C/c3ccc4c(c3)OCO4)nc3ccccc3c2=O)cc1	-1.6%	-7.7
47	CC(C)[C@H](NS(=O)(=O)c1ccc2c(c1)OCCO2)C(=O)OCC(=O)Nc1cc(Cl)ccc1Cl	3.5%	6.2
48	CN(CCCC[C@H](CNCc1ccc(-c2ccccc2)cc1)N1C[C@H](c2ccccc2)N(CCc2ccc(Cl)c(Cl)c2)C(=O)C1=O)Cc1ccc(-c2ccccc2)cc1	-16.3%	.
49	COC(=O)C(C(=O)OC)c1ccc(-n2cccc2)cc1	-7.5%	2.0
50	Cc1ccccc1C(=O)N1CCC(C(=O)O)CC1	11.9%	.
51	O=C(Cn1[nH]c(=O)c2ccccc2c1=O)Nc1cccc(-c2nnc3n2CCCCC3)c1	-1.1%	.
52	N#CC(C#SN)=C1CCCCC1	-3.0%	6.4
53	CCCC(=O)Nc1nc(-c2ccc3c(c2)CCN3S(C)(=O)=O)cs1	2.0%	.
54	CCOc1[nH]n(-c2ccccc2)c(=O)c1C=Nc1ccc(OC)cc1	-4.4%	3.0
55	CC1(C)Cc2noc(N)c2C(C)(C)N1OC(=O)c1scc2c1OCCO2	-5.6%	.
56	N#Cc1ccc(OCC(=O)N2CCN(Cc3ccc4c(c3)OCO4)CC2)cc1	0.0%	-9.5
57	CCNC(=S)NNC(=O)c1csc2c1CCCC2	6.3%	-6.8
58	CCCC(=Nc1ccccc1OC)C1=C(O)CC(c2ccccc2)CC1=O (stereo not drawn)	3.2%	5.8
59	COC(=O)C(NC(C)=O)(Nc1nc2c(C)cc(C)cc2s1)C(F)(F)F (stereo not drawn)	-5.6%	25.3
60	Cc1ccc2oc(-c3ccc(NC(=O)CC(C)C)cc3)nc2c1	-1.2%	-1.0

(listing goes on)
cpd	structure	M. tuberculosis GlmU	RmlCD inh 1536
61	CCOC(=O)/C=c1\s/c(=C\c2c(OC)ccc3ccccc23)c(=O)n1CC(=O)NCC1CCCO1 (stereo not drawn)	2.6%	-4.5
62	O=C(O)c1ccc(N2CCCCC2)cc1O	-2.0%	5.3
63	O=C(CCn1cccc1)NCCc1ccc(Cl)cc1	0.8%	.
64	O=C(COC(=O)Cc1ccc(Cl)cc1)Nc1ccccc1F	5.0%	1.5
65	CCCCOC(=O)Nc1ccc(S(=O)(=O)Nc2nc(C)cc(C)n2)cc1	0.9%	-12.9
66	Cc1cc(-c2nnc(SCC(=O)c3ccc(F)cc3)o2)no1	-0.3%	.
67	O=C(CSc1ncc(C(F)(F)F)cc1Cl)NCC1CCCO1 (stereo not drawn)	-5.3%	.
68	NC(=O)C[C@H]1NC(=O)[C@H](CCC(=O)O)NC(=O)c2cc([N+](=O)[O-])cc(I)c2NCCC[C@@H](C(N)=O)NC1=O	-1.3%	.
69	CNC(=O)c1cc2cc(Br)ccc2s1	2.2%	7.1
70	Cc1[nH]nc(SCC(=O)N2CCCCC2)c1[N+](=O)[O-]	5.1%	-0.2
71	CCOc1ccccc1N(CC(=O)Nc1ccc(C)cc1)S(C)(=O)=O	4.2%	-6.2
72	CC(=O)C1=C(C)N2CCN=C2S1	4.0%	9.7
73	CCN(CC)CCNC(CC(=O)Nc1ccc(Cl)cc1Cl)C(=O)O (stereo not drawn)	-0.7%	.
74	CCOc1cc(/C=N/NC(=O)c2cccnc2)ccc1O	-0.2%	-9.6
75	CCc1ccc(N2C(=O)NC(=O)/C(=C\c3cccn3CCOc3ccc(C(C)C)cc3)C2=O)cc1	-0.1%	9.1
76	O=C(Nc1nnc(COc2ccccc2)s1)c1ccco1	0.6%	.
77	COc1ccc(N2CCN(C(=O)Cc3nn(C)c(=O)c4ccccc34)CC2)cc1	5.7%	.
78	CCOC(=O)c1[nH]c(C)c(C(=O)N(C)Cc2ccccc2)c1C	0.8%	3.9
79	CC(OC(=O)C1=COCCO1)C(=O)Nc1ccc(Oc2ccccc2)cc1 (stereo not drawn)	1.6%	-0.1
80	Cc1ccccc1OC(=O)C1C(c2ccccc2)C(C(=O)O)C1c1ccccc1 (stereo not drawn)	2.3%	-21.1
81	COc1cc(C)nc(Oc2ccc(OCCOc3ccc(C)cc3)nn2)n1	1.3%	.
82	O=C(OCn1nnc2ccccc2c1=O)C12CC3CC(CC(O)(C3)C1)C2	8.3%	-10.0
83	COc1ccc2c(CC(=O)OCC(=O)NC(N)=O)coc2c1	-0.9%	2.8
84	O=C(NCC(c1cccnc1)N1CCN(c2ccccc2F)CC1)c1cccc(Cl)c1 (stereo not drawn)	-1.0%	.
85	CC(C)c1csc(CN2CCN(Cc3ccccc3)C(CCO)C2)n1 (stereo not drawn)	4.8%	0.6
86	Cc1cc(C(C)(C)C)cc(C)c1S(=O)(=O)N1CC(=O)Nc2ccccc21	8.6%	-13.7
87	Clc1ccccc1-c1nn2c(-c3ccccn3)nnc2s1	9.5%	.
88	COC(=O)c1ccccc1OCCCN(C)C	-6.7%	5.9
89	CC(=O)Nc1ccc(NC(=O)c2cccc3c2-c2ccccc2C3=O)cc1	-2.0%	7.0
90	CCC(=O)NC(Nc1sc2c(c1C(=O)OC)CCCC2)(C(F)(F)F)C(F)(F)F	3.6%	-1.9
91	Cn1cnnc1SCC(=O)c1cc2ccccc2o1	-0.5%	1.5
92	Cc1cc2ccccn2c1C(=O)c1ccc(S(=O)(=O)N(C)C)cc1	-5.5%	.
93	Cc1ccc(S(=O)(=O)NCC(=O)OCC(=O)c2ccc(Br)s2)cc1	-1.7%	-4.7
94	COc1ccc(NS(=O)(=O)c2cc(NC(=O)c3cnc(C)cn3)ccc2N2CCCCC2)cc1	0.7%	-15.6
95	COc1ccc(N2Cc3cccc(C(=O)N4CCN(C(=O)c5ccco5)CC4)c3C2=O)cc1	8.0%	12.6
96	CCCN(CCC)CCCNc1ccc(C(=O)Nc2cccc(OC)c2)cc1[N+](=O)[O-]	-6.3%	43.4
97	COc1cc2c(cc1OC)-c1cc(NC3CCCCCC3)nc(=O)n1CC2	2.9%	-3.2
98	COc1ccc(-n2nc(C(=O)O)c3ccccc3c2=O)cc1	2.0%	.
99	CCCN=C1NC(=O)C(CC(=O)NCCc2ccc(OC)c(OC)c2)S1 (stereo not drawn)	1.4%	10.2
100	CCOC(=O)N1CCN(S(=O)(=O)c2cc(-c3nn4c(C)nnc4c4ccccc34)ccc2C)CC1	-0.1%	.
101	Cc1ccc(-n2c(Cn3nc(C(F)(F)F)cc3C)n[nH]c2=S)cc1	-6.8%	.
102	NC(=O)c1sc2nc3c(c(-c4ccc(Cl)cc4)c2c1N)CCCC3	0.1%	16.8
103	O=C(c1cc2c(=O)oc3ccccc3c2s1)N1CCOCC1	-4.8%	4.5
104	COc1cccc(NC(=O)Nc2ccc(Cc3ccncc3)cc2)c1	-0.5%	.
105	COc1ccc(OC)c(-n2nnnc2SCC(=O)N2CCN(C(=O)c3ccco3)CC2)c1	-2.9%	-9.5
106	O=C(N/N=C/c1cccnc1)c1ccc(S(=O)(=O)N2CCCCCC2)cc1	2.9%	-2.1
107	O=S1(=O)CCC(NCC2CCCO2)C1 (stereo not drawn)	2.3%	-2.3
108	Cc1ccc(C2=NNC(=O)C(c3ccc(Cl)cc3)C2)cc1 (stereo not drawn)	-2.8%	-6.9
109	COc1cccc(C2C(C(N)=O)=C(C)Nc3nc(CCCO)nn32)c1OC (stereo not drawn)	0.9%	-4.4

Structures above containing an NH in an aromatic ring (nine):
cpd	structure	M. tuberculosis GlmU	RmlCD inh 1536
10	COc1cccc(Cn2c(=S)[nH]c3ccc(N4CCOCC4)cc3c2=O)c1	11.1%	4.4
18	CCN1CCN(c2ccc(NC(=O)c3ccc4c(c3)[nH]c(=O)n4Cc3ccc(OC)cc3)cc2)CC1	-4.9%	.
33	CC1(C)CC(=O)C2=C(C1)Nc1[nH]n(-c3ccccc3)c(=O)c1C2c1ccc2c(c1)OCO2 (stereo not drawn)	.	2.9
42	NS(=O)(=O)c1cccc(NC(=O)CSc2nc3ccc(Cl)cc3[nH]2)c1	9.1%	-4.7
51	O=C(Cn1[nH]c(=O)c2ccccc2c1=O)Nc1cccc(-c2nnc3n2CCCCC3)c1	-1.1%	.
54	CCOc1[nH]n(-c2ccccc2)c(=O)c1C=Nc1ccc(OC)cc1	-4.4%	3.0
70	Cc1[nH]nc(SCC(=O)N2CCCCC2)c1[N+](=O)[O-]	5.1%	-0.2
78	CCOC(=O)c1[nH]c(C)c(C(=O)N(C)Cc2ccccc2)c1C	0.8%	3.9
101	Cc1ccc(-n2c(Cn3nc(C(F)(F)F)cc3C)n[nH]c2=S)cc1	-6.8%	.
